# Compound activity deposited in PubChem by several laboratories.
# Runt-CBFb FRET: inhibitors of human RUNX1 Runt domain binding to CBFb; Cerulean-Runt/Venus-CBFb FRET ratio 530/480, 1 h; AID 1496; inhibition, % at 20 µM; Q01196+Q13951; 0.46% of 220,000 active;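 active = inhibition over about 50% at 20 µM in the single-dose screen, limit read from the data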;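 note: 0% = DMSO wells and 100% = excess unlabeled CBFb competitor control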
#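 Assay system: Cerulean-Runt domain / Medium: Tris 50 mM pH 7.5, KCl, K2SO4, 0.01% BSA / Timing: protein complex preformed 1 h, compound exposure 1 h, room temperature, dark / Measured by: FRET, excitation 422 nm, emission at 530 and 480 nm / Evaluation: loss of energy transfer signal / Control set: 5 µM unlabeled CBFb as full-inhibition high control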
# Wee1 stabilizer: inhibitors of human Wee1 degradation; 1.2% of 220,000 active; HeLa Luc-Wee1K328M stability, luciferase luminescence; 100% = proteasome inhibitor MG132 effect; reporter increase, % at 5 µM; P30291;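 active = activation above the mean of all tested compounds plus 3 SD, set per screening run, cut at about 8.8% in these data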;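 note: cells exposed to compound for 20 h before luminescence read; 0% = DMSO alone and 100% = MG132 at 30 µM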
# Target sequence (P30291 whole entry K328M): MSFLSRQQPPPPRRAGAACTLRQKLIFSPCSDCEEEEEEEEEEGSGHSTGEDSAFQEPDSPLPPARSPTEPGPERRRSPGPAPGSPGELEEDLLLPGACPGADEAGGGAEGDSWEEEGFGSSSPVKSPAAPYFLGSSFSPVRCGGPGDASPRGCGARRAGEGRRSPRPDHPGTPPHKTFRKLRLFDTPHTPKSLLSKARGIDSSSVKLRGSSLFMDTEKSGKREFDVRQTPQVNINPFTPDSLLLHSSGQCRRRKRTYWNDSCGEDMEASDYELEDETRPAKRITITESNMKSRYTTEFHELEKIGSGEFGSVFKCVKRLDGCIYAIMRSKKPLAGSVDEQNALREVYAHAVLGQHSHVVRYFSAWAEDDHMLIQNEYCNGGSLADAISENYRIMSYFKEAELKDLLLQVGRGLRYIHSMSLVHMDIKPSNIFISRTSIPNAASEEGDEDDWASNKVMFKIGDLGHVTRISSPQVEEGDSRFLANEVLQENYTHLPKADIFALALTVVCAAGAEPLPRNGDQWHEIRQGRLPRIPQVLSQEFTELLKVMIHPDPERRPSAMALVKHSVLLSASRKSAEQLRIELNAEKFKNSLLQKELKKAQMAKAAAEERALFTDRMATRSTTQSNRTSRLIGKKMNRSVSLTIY
# 14-3-3 Bad PPI: disrupts binding of bovine 14-3-3 zeta to phospho-Bad peptide; P63103; TR-FRET 14-3-3zeta/Dy647-pBad peptide displacement, 1 h; AID 781; inhibition, % at 21.7 µM; 0.71% of 220,000 active;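 active = inhibition above about 70%, limit read from the data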;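 note: 0% = full 14-3-3 plus peptide FRET controls and 100% = background without 14-3-3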
# Target sequence (P63103 whole entry, looked up): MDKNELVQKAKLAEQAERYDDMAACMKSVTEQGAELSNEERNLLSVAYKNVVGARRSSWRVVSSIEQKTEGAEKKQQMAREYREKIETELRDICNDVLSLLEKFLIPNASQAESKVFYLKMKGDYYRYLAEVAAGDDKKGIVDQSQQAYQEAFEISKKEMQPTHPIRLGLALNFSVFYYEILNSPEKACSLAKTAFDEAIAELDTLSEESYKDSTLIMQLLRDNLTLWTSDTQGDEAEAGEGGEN
# Hck Nef HTS: human Hck-Nef kinase inhibition; P08631; Recombinant Hck-YEEI plus Nef, Z-Lyte FRET kinase assay; inhibition, % at 20 µM; 0.68% of 220,000 active; AID 463187;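 active = Hck-Nef kinase inhibition above about 50%, limit read from the data; inactive = inhibition below that limit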;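 note: 0% = DMSO with Hck plus Nef and 100% = Hck alone without Nef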
# FXIa inh 1536: blocks human coagulation factor XIa protease activity; P03951; 0.14% of 220,000 active; purified FXIa, Boc-Glu-Ala-Arg-AMC fluorogenic substrate; inhibition, % at 5 µM;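 active = inhibition of at least 40%; inactive = inhibition below 40%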;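 note: fluorescence of freed AMC excited at 355 nm; 0% = enzyme without compound and 100% = no enzyme blank; many of its hits are not listed in these tables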
# KLK5 inh: inhibitors of human kallikrein 5. inhibition, % at 5 µM. Q9Y337. 0.59% of 210,000 active. recombinant hK5, fluorogenic AMC substrate cleavage;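 active = inhibition of 40% or more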;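 note: 0% = enzyme controls without compound and 100% = no-enzyme blanks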
# Runt-SMMHC FRET: inhibitors of human RUNX1 Runt domain binding to CBFb-SMMHC; Q01196+Q13951; Cerulean-Runt/Venus-CBFb-SMMHC FRET ratio 530/480, 1 h; inhibition, % at 20 µM; 0.74% of 220,000 active; AID 1434;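 active = mean inhibition across duplicate retests at 20 µM reaching about 50%, limit read from the data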;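 note: 0% = DMSO wells and 100% = wells with excess untagged CBFb-SMMHC; inhibitors lower the FRET ratio by blocking Runt binding to CBFb-SMMHC; some results filed as inactive read as strong as hits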
# Thrombin inh: blocks human thrombin protease activity. alpha-thrombin, Boc-VPR-AMC fluorogenic substrate cleavage. AID 1046. inhibition, % at 5 µM. 0.26% of 220,000 active. P00734;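 active = inhibition at or above 40%; inactive = inhibition below 40%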;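 note: 0% = enzyme with no compound and 100% = wells without enzyme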
#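 signal = AMC fluorescence, 355/460 nm | material = human alpha-thrombin enzyme | control set = enzyme without compound as high, wells lacking enzyme as low | times = reaction at room temperature | read-out basis = percent inhibition scaled between no-compound controls and no-enzyme blanks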
# FXIIa inh: inhibitors of human coagulation factor XIIa | 0.3% of 220,000 active | inhibition, % at 5 µM | purified FXIIa, Boc-QGR-AMC fluorogenic substrate, 2 h | AID 800 | P00748; in the data active = inhibition above about 40%;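 note: 0% = enzyme with no compound and 100% = blank without enzyme; many of its hits are not listed in these tables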
# An asterisk follows results filed as active; · = not tested or not shown; [ ] = remark or other dose.
SMILES,Runt-CBFb FRET,Wee1 stabilizer,14-3-3 Bad PPI,Hck Nef HTS,FXIa inh 1536,KLK5 inh,Runt-SMMHC FRET,Thrombin inh,FXIIa inh
COc1ccc(CCNC(=O)c2cc(-c3ccccn3)nc3c(Cl)cccc23)cc1OC,-1,1,-10,24,-1,-3,0,0,7
COc1cccc(CSc2nnc(-c3ccc(F)cc3)o2)c1,-2,-1,12,2,-12,-22,0,1,10
Cc1ccc(-n2ncc3c(=O)n(CC(=O)Nc4cccc(Cl)c4)cnc32)cc1C,0,-1,-17,2,-7,-3,4,-6,5
CNC(=S)N1CCn2cccc2C1c1ccc(F)cc1 (stereo not drawn),2,-4,-15,17,-3,3,-9,-2,6
Cc1ccc(-n2nc3c(=S)[nH]nc(C)c3c2C)cc1,1,-1,-11,-1,3,-24,4,-9,-2
Cc1cccc(CCNC(=O)CC2C(=O)NCCN2Cc2ccc(F)c(F)c2)n1 (stereo not drawn),2,-4,-11,19,-3,0,-3,-4,9
CCOc1ccc(CNC(=O)CCS(=O)(=O)Cc2cccc(Cl)c2)cc1OC,·,0,-12,-4,9,-31,-2,2,5
COc1cc(OC)c2c(-c3ccccc3)cc(=O)oc2c1C(CC(=O)N1CCOCC1)c1ccc(N(C)C)cc1 (stereo not drawn),-3,·,-2,31,5,7,1,4,13
Cc1nn(C)c(Oc2cccc(C(F)(F)F)c2)c1C=O,-1,-2,-4,25,2,4,4,5,8
O=C(O)CN1C(=O)c2ccc(Oc3cccc4c3C(=O)N(CC(=O)O)C4=O)cc2C1=O,2,-2,·,2,7,-9,-2,-1,12
Cc1ccc(S(=O)(=O)N2CCCCC2)cc1NC(=O)COC(=O)Cc1c(F)cccc1Cl,0,-3,12,1,22,-12,-1,0,25
CCOC(=O)COc1cccc2c(=O)n(CC(=O)NCc3ccccc3)ccc12,-1,3,2,19,-1,-2,0,-4,9
COc1ccc(-c2ccc(S(=O)(=O)N3CCCC3)cc2)cc1,3,6,7,-16,-4,-7,0,-1,4
Cn1c(=O)cc(Nc2ccccc2)c2c(=O)n(-c3ccccc3)c(=O)n(-c3ccccc3)c21,0,1,-8,3,2,20,-2,-6,3
COc1ccc2[nH]c(C)c(C(=O)CN3CCN(C(=O)c4ccco4)CC3)c2c1,0,1,7,0,17,-10,-2,7,27
O=C(C(Cc1ccccc1)N1C(=O)c2ccccc2C1=O)N1c2ccccc2CCc2ccccc21 (stereo not drawn),0,4,5,3,5,-15,-3,0,14
CC(=O)/C(=N\Nc1cccc(Cl)c1)Sc1nnc(-c2ccccc2)n1-c1ccccc1,-5,1,-5,-2,-3,-5,1,-7,3
NC(=O)C1CCN(C(=O)c2cc3ccccn3n2)CC1,0,0,1,-1,-7,21,-2,-1,-4
CCCC(=O)Nc1ccc(Cl)c(NC(=O)c2ccco2)c1,0,2,·,0,27,-9,2,0,30
Cc1ccc(N2C(=O)CSC2c2c(F)cccc2Cl)cc1 (stereo not drawn),3,2,8,3,1,-10,2,0,19
COc1cc2c(cc1OC)CN(C(=O)CSc1nc3[nH]ncc3c(=O)n1-c1ccccc1)CC2,1,-1,1,20,-2,-3,2,-8,8
CCCNC(=O)c1ccc(C2SCC(=O)N2Cc2ccccc2)cc1 (stereo not drawn),2,3,2[fluorescence artefact?],2,11,-12,2,-7,15
COc1cccc(CN2CCN(c3ncccn3)CC2)c1,-2,0,8[fluorescence artefact?],-2,-6,5,5,-2,10
O=C1CSC(c2cn(-c3ccccc3)nc2-c2cc3ccccc3oc2=O)N1Cc1cccnc1 (stereo not drawn),2,1,7[fluorescence artefact?],1,-4,-10,3,-7,7
COc1ccc(C(=O)Cc2cc(OC)c(OC)cc2C(=O)c2ccccc2F)cc1OC,-4,-1,-17,22,0,-1,-10,0,11

# Some of these compounds in order of number of heavy atoms, low to high:
SMILES,Runt-CBFb FRET,Wee1 stabilizer,14-3-3 Bad PPI,Hck Nef HTS,FXIa inh 1536,KLK5 inh,Runt-SMMHC FRET,Thrombin inh,FXIIa inh
COc1cccc(CN2CCN(c3ncccn3)CC2)c1,-2,0,8[fluorescence artefact?],-2,-6,5,5,-2,10
COc1cccc(CSc2nnc(-c3ccc(F)cc3)o2)c1,-2,-1,12,2,-12,-22,0,1,10
COc1cc2c(cc1OC)CN(C(=O)CSc1nc3[nH]ncc3c(=O)n1-c1ccccc1)CC2,1,-1,1,20,-2,-3,2,-8,8

# The list continues.
SMILES,Runt-CBFb FRET,Wee1 stabilizer,14-3-3 Bad PPI,Hck Nef HTS,FXIa inh 1536,KLK5 inh,Runt-SMMHC FRET,Thrombin inh,FXIIa inh
O=CN1CCCN(Cc2nc(Cc3ccccc3F)no2)CC1,2,0,-2,28,-2,3,4,-11,4
O=C(O)CC(NC(=O)C12CC3CC(CC(C3)C1)C2)c1ccc(OC2CCCC2)cc1 (stereo not drawn),0,1,-26,8,4,-12,1,3,7
CCc1ccc(C(c2c(C)nn(-c3ccccc3)c2N)c2c(C)nn(-c3ccccc3)c2N)cc1,-5,0,-8[fluorescence artefact?],-1,6,-8,1,0,4
O=C(Nc1nncs1)c1ccc(S(=O)(=O)c2ccccc2)cc1,-2,9.3*,-7,5,-10,-14,-7,6,-1
COc1ccc(C(=S)N2CCN(c3ccccc3C)CC2)cc1,6,1,-6,-9,2,4,-4,-1,7
O=C(/C=C/c1cccc([N+](=O)[O-])c1)N1CCN(c2ccc(F)cc2)CC1,-3,5,-7[fluorescence artefact?],-1,4,-8,2,-1,4
CCc1nnc(NC(=O)CN2C(=O)c3ccccc3C2=O)s1,0,2,-5,-2,-8,-16,2,-1,13
CCn1c2ccccc2c2cc(NC(=O)COC(=O)c3cc(S(=O)(=O)N4CCCCC4)ccc3Cl)ccc21,-3,12*,3,0,-8,-16,6,-2,8
CC1=C(C(=O)Nc2cccc([N+](=O)[O-])c2)C2(CCC(C)CC2)OC1=O (stereo not drawn),-2,2,-10,18,-3,-1,-8,-5,6
CCOC(=O)C1CCN(CC(O)COCc2ccc3c(c2)OCO3)CC1 (stereo not drawn),1,-4,-2,17,36,7,2,9,20
CN(C)CCn1c(C(=O)O)cc2ccccc21,3,1,12,8,-12,3,-4,-3,11
CCOC(=O)c1cnc(-n2nc(C)cc2C)nc1NCCO,17,-2,4,2,1,-2,1,3,11
O=C(CCc1ccccc1)Nc1nc2c(F)cc(F)cc2s1,0,3,-1,16,1,1,-2,1,6
Cc1ccc(C2=NOC(C)(c3nnc(-c4ccc(Cl)cc4)o3)C2)cc1 (stereo not drawn),2,·,-3,19,-7,-5,-2,-8,-1
COc1cccc(/C=C/C(=O)OCC(=O)NCc2ccc(Cl)cc2)c1,-4,4,-2,-2,-4,-4,-1,-6,·
Nc1cc(N)nc(SCC(=O)N2CCCCC2)n1,0,5,-12[fluorescence artefact?],1,-2,-1,0,1,6
CNNC(=S)Nc1cccc(C(F)(F)F)c1,1,0,-2,9,6,4,3,1,12
COc1ccc(C(=O)NC(=S)NNC(=O)Cc2cccs2)cc1,-1,-2,2,-2,8,-277,7,1,19
CCOc1ccccc1-n1cnc2cc(C(=O)NCc3ccco3)ccc21,5,-1,1,5,-6,3,-3,2,0
Cc1csc(=Nc2ccccc2)n1Cc1ccco1,7,3,3,0,15,10,2,13,17
O=[N+]([O-])c1ccc(/C=N/N/C(=N/c2ccccn2)c2ccccn2)cc1,26,1,3,2,6,1,26,5,11
Cc1cc(C)nc(N/N=C2/CCCC/C2=C\c2ccccc2)n1,2,-2,-10,20,2,-2,-1,-4,5
N#CCCN1CCN(C2=NC(=O)C(=C3CCCCC3)S2)CC1,2,0,·,0,-4,-3,1,-2,12
CN(C)S(=O)(=O)c1cccc(C(=O)Nc2ccc(N3CCOCC3)cc2)c1,1,-2,4,26,-1,4,1,2,10
O=C(Cn1cnc2scc(-c3cccc([N+](=O)[O-])c3)c2c1=O)NCc1ccco1,2,-1,16,54*,-7,-23,-4,1,-1

# Only Thrombin inh (6 entries from above):
SMILES,Thrombin inh
CCc1ccc(C(c2c(C)nn(-c3ccccc3)c2N)c2c(C)nn(-c3ccccc3)c2N)cc1,0
Cc1cc(C)nc(N/N=C2/CCCC/C2=C\c2ccccc2)n1,-4
CCOC(=O)C1CCN(CC(O)COCc2ccc3c(c2)OCO3)CC1 (stereo not drawn),9
CC1=C(C(=O)Nc2cccc([N+](=O)[O-])c2)C2(CCC(C)CC2)OC1=O (stereo not drawn),-5
O=CN1CCCN(Cc2nc(Cc3ccccc3F)no2)CC1,-11
Cc1ccc(C2=NOC(C)(c3nnc(-c4ccc(Cl)cc4)o3)C2)cc1 (stereo not drawn),-8

# The list goes on:
SMILES,Runt-CBFb FRET,Wee1 stabilizer,14-3-3 Bad PPI,Hck Nef HTS,FXIa inh 1536,KLK5 inh,Runt-SMMHC FRET,Thrombin inh,FXIIa inh
Cc1ccc2c(c1)C(O)(CC(=O)c1ccc(C)s1)C(=O)N2 (stereo not drawn),-1,-2,-2,24,3,-2,0,·,6
O=C(/C=C/c1ccccc1)c1c[nH]c2ccccc12,-1,7,-1,14,-6,-1,-3,-4,3
COc1ccccc1-c1nnc(NC(C)=O)s1,1,5,0,2,-3,-1,-4,-4,-5
CCn1c(-c2csc3ccccc23)n[nH]c1=S,-2,-2,-30,3,-2,-3,19,-1,3
NC(=O)CCCSc1nc2ccccc2[nH]1,3,0,1,-8,-2,0,2,-2,12
Cc1ccc(-c2[nH]nc3c2C(c2ccoc2)C(C#N)=C(N)O3)cc1C (stereo not drawn),4,1,-5,3,-5,62*,4,-2,-3

# Four of the entries above in order of their number in FXIIa inh, rising.
SMILES | Runt-CBFb FRET | Wee1 stabilizer | 14-3-3 Bad PPI | Hck Nef HTS | FXIa inh 1536 | KLK5 inh | Runt-SMMHC FRET | Thrombin inh | FXIIa inh
COc1ccccc1-c1nnc(NC(C)=O)s1 | 1 | 5 | 0 | 2 | -3 | -1 | -4 | -4 | -5
O=C(/C=C/c1ccccc1)c1c[nH]c2ccccc12 | -1 | 7 | -1 | 14 | -6 | -1 | -3 | -4 | 3
Cc1ccc2c(c1)C(O)(CC(=O)c1ccc(C)s1)C(=O)N2 (stereo not drawn) | -1 | -2 | -2 | 24 | 3 | -2 | 0 | · | 6
NC(=O)CCCSc1nc2ccccc2[nH]1 | 3 | 0 | 1 | -8 | -2 | 0 | 2 | -2 | 12
